High-throughput results: PubChem BioAssay, several laboratories
hcDAF12 agonist: H. contortus DAF-12 activation, primary screen; HEK293 hcDAF-12 lit1-tk-luc reporter, luminescence; 0% DMSO, 100% Δ7-dafachronic acid; AID 652067; activation, % at 6.8 µM; hit rate 1.4% among 370,000;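 active means activation above the mean of all tested compounds plus 3 SD, cut at about 5.5% in these data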;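 further: 100% = response to 3 µM Δ7-dafachronic acid high control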
DAX1 inh-1: blocks DAX1 repression of SF-1 activated StAR promoter; HEK293T StAR-luciferase reporter, SF-1/DAX-1 repression relief; inhibition, % at 6.8 µM; hit rate 1.1% among 370,000; AID 652010;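 active means inhibition above the mean over all tested compounds plus 3 SD, cut at about 3.6% in these data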;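 further: 0% = DAX-1 cells with DMSO and 100% = cells lacking DAX-1 with DMSO; higher inhibition means more luminescence from relief of DAX-1 repression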
FXN GAA850 act: frataxin GAA850 promoter activation. hit rate 0.56% among 360,000. HEK293 lucGAA850 FXN promoter luciferase reporter, 24 h; percent of 10 µM SAHA response. activation, % at 6 µM;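 active means activation above the average of all compounds screened plus 3 SD, cutoff fixed separately per campaign, cut at about 7.5% in these data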;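 further: 0% = DMSO wells and 100% = 10 µM SAHA wells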
SMARCA2 activ: SMARCA2 function activation, primary screen | MG213 cells, MMTV-luciferase reporter, dexamethasone, overnight | activation, % at 9.1 µM | hit rate 1% among 370,000 | AID 652017; in the data active means activation above about 7.8%;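 further: 0% = vehicle wells and 100% = reference activator wells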
proKLK7 act: activators of human kallikrein-7 zymogen. hit rate 0.9% among 370,000. purified proKLK7, EDANS-DABCYL substrate fluorescence; 100% is mature enzyme control, 0% vehicle. P49862. activation, % at 7 µM;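 active means activation above the mean of all tested compounds plus 3 SD, computed per campaign excluding outliers beyond control limits, cut at about 13% in these data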
NPR1 activator: GC-A (human) enzyme activation; P16066; activation, % at 10 µM; hit rate 0.14% among 370,000; HEK293 GC-A cells, cGMP TR-FRET, EC30 ANP; 0% at EC30 ANP, 100% saturating ANP; in the data active means activation above about 40%
hgDAF-12 ag: activates the H. glycines DAF-12 receptor ligand-binding domain | activation, % at 6.8 µM | AID 687014 | HEK293 GAL4-hgDAF12 UAS-luciferase reporter, agonist luminescence; normalized to butyrate control | hit rate 1.8% among 370,000;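 active means activation above a cutoff set at the mean of all screened compounds plus 3 SD, cut at about 10% in these data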;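 further: 0% = DMSO wells and 100% = sodium butyrate wells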
GC-B act: GC-B (human) receptor activation; HEK293-GC-B cells, CNP EC30, cGMP TR-FRET; 0% at EC30 CNP, 100% saturating CNP; activation, % at 10 µM; hit rate 0.11% among 370,000; AID 1920062; P20594;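 active means activation at 10 µM reaching about 35% in either raw or pattern-adjusted values, limit read from the data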
ssDAF12 agonist: activates DAF-12 receptor from parasite S. stercoralis; HEK293 ssDAF-12/GRIP1 lit1-tk-luc reporter, luminescence; % of 3 µM dafachronic acid response; activation, % at 6.8 µM; hit rate 1% among 370,000;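 active means activation above the mean over all tested compounds plus 3 SD, cut at about 0.9% in these data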;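 further: 0% = DMSO-only wells and 100% = 3 µM delta7-dafachronic acid wells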
DAX1 inh-2: inhibitors of human orphan nuclear receptor DAX1 (NR0B1) | P51843 | HEK293 Gal4-DAX1 luciferase reporter, luminescence | inhibition, % at 6.75 µM | hit rate 0.99% among 340,000 | AID 504766;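 active means inhibition above the mean over all tested compounds plus 3 SD, cut at about 4.2% in these data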;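 further: 0% = DAX1-transfected cells with DMSO and 100% = empty-vector control cells with DMSO; inhibition shows as a rise in luminescence from relieved DAX1 repression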
Target sequence (P51843 207-470 limits assumed): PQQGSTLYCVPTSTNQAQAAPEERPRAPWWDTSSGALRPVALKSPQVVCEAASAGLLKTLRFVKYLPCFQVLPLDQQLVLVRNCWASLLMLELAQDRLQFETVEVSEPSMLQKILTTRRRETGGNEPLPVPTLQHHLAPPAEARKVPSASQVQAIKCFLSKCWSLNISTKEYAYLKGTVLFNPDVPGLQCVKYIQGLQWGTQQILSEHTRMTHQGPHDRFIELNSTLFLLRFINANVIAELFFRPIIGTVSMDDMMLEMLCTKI
HGIII-sPLA2 inh: Blocks human group III sPLA2 activity | QFRET BODIPY PC-A2 liposome hydrolysis, fluorescence | hit rate 0.56% among 370,000 | AID 743126 | inhibition, % at 12.2 µM | Q9NZ20;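 active means inhibition above mean plus 3 SD of compounds lying within the high and low control bounds, cut at about 19% in these data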;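 further: 0% = median of test compound wells and 100% = no enzyme DMSO wells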
Target sequence (Q9NZ20 whole entry, looked up): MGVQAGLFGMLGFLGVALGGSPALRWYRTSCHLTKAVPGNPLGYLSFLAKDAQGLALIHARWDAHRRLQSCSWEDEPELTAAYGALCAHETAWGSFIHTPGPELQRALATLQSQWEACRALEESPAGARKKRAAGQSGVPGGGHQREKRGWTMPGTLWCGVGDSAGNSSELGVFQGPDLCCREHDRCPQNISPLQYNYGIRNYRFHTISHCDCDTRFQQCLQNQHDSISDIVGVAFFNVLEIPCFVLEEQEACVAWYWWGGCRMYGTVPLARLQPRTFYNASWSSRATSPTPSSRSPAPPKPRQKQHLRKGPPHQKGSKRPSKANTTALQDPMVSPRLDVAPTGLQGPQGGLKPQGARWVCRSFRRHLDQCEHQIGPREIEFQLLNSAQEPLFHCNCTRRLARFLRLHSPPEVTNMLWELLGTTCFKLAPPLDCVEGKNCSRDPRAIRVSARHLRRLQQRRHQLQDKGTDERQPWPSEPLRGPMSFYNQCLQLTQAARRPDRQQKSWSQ
An asterisk follows results filed as active; . = not tested or not shown. This is a random part of the collection. About 6.7% of those tested had a hit in this group.

Order of results – hcDAF12 agonist, DAX1 inh-1, FXN GAA850 act, SMARCA2 activ, proKLK7 act, NPR1 activator, hgDAF-12 ag, GC-B act, ssDAF12 agonist, DAX1 inh-2, HGIII-sPLA2 inh
[1] COc1ccc2oc(C(=O)OCC(=O)Nc3ccc(C(=O)N(C)C)cc3)c(C)c2c1
  1.8, -0.1, 0.5, 1, -4.5, 0, 1.5, -3, -0.8, -0.8, 2
[2] COc1ccc(Cl)cc1S(=O)(=O)N1CCC(C(=O)NCCc2ccccc2)CC1
  -3.1, 0.1, -0.1, -1, 0.6, -1, -3.3, 2, -1.9, -1.2, -16
[3] CSc1nc(C(=O)N2CCc3c([nH]c4ccccc34)C2c2ccccn2)cs1 (stereo unspecified)
  -0.5, -0.4, 0.0, -2, 0.1, -11, -0.7, 3, -0.3, -1.0, -23
[4] C[C@H]1CN([C@@H](C)CO)C(=O)c2cc(-c3cccc(F)c3)cnc2O[C@H]1CN(C)C(=O)c1cnccn1
  -0.5, 1.1, -0.6, 1, -0.7, -3, 1.5, 2, -1.4, 1.0, 3
[5] Cc1nc(-c2ccc(NC(=O)c3ccco3)cc2)cs1
  -3.7, -0.3, -8.6, -4, 0.2, 4, -4.9, -1, -1.8, -5.4, 1
[6] CC(C)c1nc(CNC(=O)c2cc(COc3c(F)cccc3F)on2)cs1
  -2.2, -0.4, 2.0, -4, 0.0, 0, 0.8, 4, -1.3, 0.7, -3
[7] CC(=O)N1C[C@@H](CO)[C@@H]2C[C@H]1c1ccccc1N2C
  -0.4, 0.0, ., 0, 0.7, 3, 2.6, 1, -0.7, ., 7
[8] Cc1cc(C)cc(CC2CC(=O)N(c3ccc(Cl)cn3)C2=O)c1 (stereo unspecified)
  -0.9, -0.8, -0.2, 1, -0.1, -9, 3.2, -6, -1.7, 0.8, -5
[9] CCOC(=O)c1c(NC(=S)NCc2ccccc2)sc2c1CCN(C(=O)OCC)C2
  -0.5, -0.4, 0.3, -2, 0.8, 4, -1.3, 0, -1.5, 6.0*, -3
[10] O=C(N1CCCCCC1)N1CCN(S(=O)(=O)c2ccccc2)CC1
  -0.8, -0.7, 2.4, -1, 0.5, 2, 0.3, 1, -1.6, -0.3, 0
[11] COc1ccccc1-c1nc2ccccc2c(=O)n1O
  1.3, 0.4, 0.4, -3, -0.2, 4, -0.5, 3, -0.9, 0.3, 8
[12] Cc1cc(Nc2cccc([N+](=O)[O-])c2)c2cccc(C)c2n1
  -0.8, 0.1, 0.8, -5, 0.2, 17, -1.9, -1, -1.4, ., 16
[13] COC(=O)C(O)(NC(=O)OCc1ccccc1)C(F)(F)F (stereo unspecified)
  -1.5, 0.4, 0.9, 0, 0.6, -3, 1.5, 6, -0.7, 0.1, -3
[14] O=C(O)c1ccccc1C(=O)NNc1ccc(Cl)cc1Cl
  3.3, 0.5, 0.9, 0, 0.0, 3, 2.9, 0, -1.0, 1.2, -3
[15] COc1cccc(C(O)c2nc(-c3cccc(F)c3)cs2)c1 (stereo unspecified)
  0.0, -0.7, 3.7, -1, -0.1, 0, 1.9, 0, 0.0, ., -11
[16] COc1ccc(S(=O)(=O)NCC2CCCN(Cc3ccccc3C)C2)cc1 (stereo unspecified)
  -0.8, -0.4, -0.3, -3, 0.0, -2, 1.0, -7, -0.9, -0.2, -17
[17] Cc1cc(C)c(NC(=O)Cn2nnc(C(=O)Nc3ccc(F)cc3F)c2N)c(C)c1
  3.9, -0.3, -0.8, -1, -0.6, 8, 1.1, -1, -0.5, 0.5, 3
[18] O=C(Oc1cccc2ccccc12)c1ccncc1
  0.0, 0.8, 1.3, -2, 12, 1, -1.2, 1, -0.1, -0.2, 4
[19] COc1cccc(C(=O)N(Cc2cc3cc(C)ccc3[nH]c2=O)C(C)C)c1
  0.6, 0.4, -1.8, 1, 0.0, -2, 0.1, -10, -1.3, 0.2, -7
[20] COC(=O)[C@H](CC(C)C)NC(=O)N1CCN(c2cccc(C(F)(F)F)c2)CC1
  0.3, 0.7, -2.6, -2, -0.4, 0, -1.7, 9, -2.1, -0.2, -2
[21] c1ccc2c(SCc3cn4cccnc4n3)ncnc2c1
  -1.9, -0.1, 3.1, 1, 2.2, -2, 1.3, -3, -1.3, 0.3, 3
[22] CC(C)c1ccc(S(=O)(=O)N2CCN(C(=O)C3=COCCO3)CC2)cc1
  -1.2, -2.7, 0.6, -3, 0.2, 2, -4.3, 1, -1.5, -0.8, -17
[23] CC(=O)c1cccc(NC(=O)CCNS(=O)(=O)c2cccc(C(C)=O)c2)c1
  -0.1, 0.1, -1.3, 1, 0.1, 2, -1.2, 2, -0.6, 1.2, -3
[24] COCCNC(=O)C1CCCN(S(=O)(=O)c2cccc3nsnc23)C1 (stereo unspecified)
  1.6, 0.0, -2.2, -2, 0.5, 2, -0.3, 0, -0.6, 0.6, 10
[25] CC(C)N(Cc1cn(Cc2ccccc2)nn1)S(=O)(=O)c1ccc(F)cc1Br
  -3.3, -0.6, ., 8.7*, -0.3, 1, -4.1, 4, -0.8, ., 0
[26] Cc1cc(C)n(-c2ccc(NC(=O)C3CCCCN3C(=O)c3ccoc3C)cc2)n1 (stereo unspecified)
  3.7, 0.0, -0.9, -3, 0.9, -2, 1.5, 2, -1.6, -0.4, -11
[27] CC(=O)c1cccc(OCc2cc(C(=O)N(C)Cc3ccc(C)o3)no2)c1
  1.4, 0.2, 3.4, 2, -0.8, 6, 3.0, 3, -0.8, 0.1, -16
[28] Nc1cc(=O)nc(SCC(=O)N2CCN(c3ccccc3)CC2)n1-c1ccc(F)cc1
  -2.4, 1.1, -0.1, -2, 0.7, -1, -0.9, -1, -1.9, -0.5, 6
[29] CCOC(=O)/C=C1\SCC(=O)N1CC(=O)NCCOC
  -1.5, -0.2, 0.3, -1, 0.2, 0, 1.4, -1, -1.1, -0.8, -2
[30] Oc1ccccc1C=Nc1cccc2ccccc12
  3.4, -0.9, 1.3, -2, -22, -11, -0.7, 3, 0.3, 2.2, 9
[31] N#CC1=C2CCCCC2(O)NC1=O (stereo unspecified)
  -0.9, -0.5, 3.4, 6, 0.2, 3, -0.9, 1, -1.3, 1.6, -4
[32] O=Cc1c[nH]c2ccc(NC(=O)OCc3ccccc3)cc12
  -2.1, -0.4, -1.9, -4, 0.5, 3, 2.5, -2, -1.3, 0.4, 5
[33] CCCNC(=O)c1c(CSc2ccccc2)noc1C(=O)NCc1ccccc1
  -2.5, -0.5, 0.4, 0, -0.3, 1, -0.6, -3, -0.9, -0.1, -4
[34] O=C(NC(=S)NN1CCCCC1c1cccnc1)c1ccc(Br)cc1 (stereo unspecified)
  -1.0, 0.1, 1.2, -1, 0.5, -1, -0.7, -1, -0.7, 0.1, 8
[35] CCOC(=O)C1=CN(CC2CCCCC2)CCC1=O
  0.9, 1.2, 0.5, -2, -0.8, 4, -2.2, 1, -1.2, -1.2, 5
[36] O=C(CSc1nnc(Cc2ccccc2)o1)NCCN1C(=O)CSC1=O
  0.7, 0.2, -1.2, 0, 0.2, 0, -0.8, 5, -0.9, -0.1, -3
[37] CC(=O)c1cccc(N(CC(=O)Nc2ccc(F)cc2F)S(C)(=O)=O)c1
  0.1, 0.2, 1.8, 2, -0.6, -1, 4.4, 5, -1.6, 3.1, -1
[38] Cc1ccc(C(=O)Oc2coc(CSc3ncccn3)cc2=O)cc1[N+](=O)[O-]
  -1.2, ., ., ., ., -2, -1.3, 0, -1.3, ., 7
[39] Cn1ccnc1C(=O)c1cc(SCC(=O)N2CCOCC2)nc2ccccc12
  -1.8, 1.0, -0.3, -1, 0.1, 2, -5.3, 3, -1.6, 1.0, 7
[40] CCC(C)(C)C1CCc2[nH]nc(C(=O)NCCCNC(=O)OC(C)(C)C)c2C1 (stereo unspecified)
  -1.1, 0.3, 2.8, 1, -0.3, -5, 0.4, -7, -1.0, 1.6, 9
[41] COc1ccccc1CCNC(=O)CCNS(=O)(=O)c1ccc(NC(C)=O)cc1
  -1.6, -0.2, 0.4, -1, 0.4, -3, 3.2, 5, -1.2, -0.1, 5
[42] O=C(CCC(=O)Nc1ccc(Cl)cc1Cl)N/N=C/c1ccc([N+](=O)[O-])o1
  -1.5, -2.5, 3.5, -2, -0.1, 1, -10, 0, -1.2, ., -8
[43] CCN(CCn1cccn1)C(=O)c1ccc(OC2CCN(C(=O)COC)CC2)cc1
  0.8, 1.9, -0.4, 2, -1.2, 0, 0.5, 6, -0.3, 0.0, 0
[44] O=C1c2ccccc2C(=Cc2cccnc2)c2ccccc21
  0.1, -0.2, -1.5, 0, -0.5, 0, 6.7, -7, -0.6, 0.4, 4
[45] COc1ccnc(NCc2cccc(C(F)(F)F)c2)c1C#N
  -2.1, -0.5, 1.0, -2, 0.2, -1, -0.1, -2, -1.9, -0.5, -13
[46] COc1cc(OC)cc(C(=O)NCCCN2CCOCC2)c1
  -1.7, 0.1, 1.6, -3, -0.1, -1, -0.3, 0, -1.0, 1.5, 2
[47] Nc1nc2c(C(=O)N3CCOCC3)nnn2c2ccccc12
  1.6, 0.7, 4.2, 11*, 4.7, -3, 4.8, -2, 0.1, 6.2*, 1
[48] Cn1nc(CC(=O)Nc2cccc3ncccc23)c2ccccc2c1=O
  -4.1, -2.2, -0.3, -7, 0.0, -4, -4.8, 4, -2.1, -3.0, 3
[49] CC1CCN(c2nc3nonc3nc2Nc2ccc(F)cc2)CC1
  -1.1, -1.1, 0.2, 0, -0.3, 7, -2.0, 2, -2.2, -1.0, 0
[50] Cc1cc(NC(=O)c2ccoc2C)no1
  -1.0, -0.2, 1.5, -1, -0.6, -4, 0.1, 5, -0.2, -0.8, 5
[51] CCCN1C(=O)c2cc(C(=O)NCCc3cccc(C)c3)ccc2C1O (stereo unspecified)
  -1.2, -0.2, 1.0, 2, 0.5, 2, 5.0, -1, -1.3, -0.9, 1
[52] N#CCc1nn(-c2ccc(F)cc2)c(N)c1C#N
  0.5, 0.4, 1.3, -5, -0.1, 8, 2.9, -1, -1.2, -1.1, 8
